APP 5'UTR act = APP 5'UTR luciferase reporter activation. hit rate 1% among 190,000. AID 1276. SH-SY5Y APP 5'UTR luciferase reporter, luminescence; zero percent = DMSO vehicle wells. activation, % at 2 µM;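 active = activation above a set limit, based on mean plus 3 SD of controls, cut at about 140% in these data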; note: values of inactives mirror those of a sister screen read the other way
STAT1 activator = activators of IFN-gamma induced STAT1 signaling; activation (% of control), % at 5.5 µM; NIH 3T3 STAT1-luciferase reporter, luminescence; 100% = IFN-gamma alone, no compound; AID 932; hit rate 2.6% among 200,000;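 active = activation above the screen-wide mean activation plus 3 SD, cut at about 130% in these data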;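 note: raw ratio to IFN-gamma control signal so 100% means no change and 0% no light; values of inactives mirror those of a sister screen read the other way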
G6PDH CS = counter-screen for G6PDH assay hits: L. mesenteroides G6PDH inhibition; Purified L. mesenteroides G6PDH, diaphorase/resazurin coupled fluorescence, 45 min; inhibition, % at 5 µM; hit rate 0.12% among 200,000; AID 1020; in the data active = inhibition above about 50%
NF-kB neuron act = NF-kB expression increase, human neuronal cells; NF-kB reporter expression; active compounds read high; fold change at 12.5 µM; hit rate 1.6% among 190,000; in the data active = fold change above about 3.3
Diaphorase inh = inhibits diaphorase or chemically oxidizes, flagging diaphorase assay artifacts; hit rate 0.69% among 190,000; inhibition, % at 20 µM; diaphorase resazurin-to-resorufin fluorescence, NADH, 16 min; bacterial (C. kluyveri) enzyme, not human; AID 1217;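 active = primary screen inhibition at 20 µM above a set limit, cut at about 50% in these data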;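 note: plate controls were DMSO with full reaction for no effect and wells lacking NADH for full effect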
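Assay system: diaphorase enzyme from Clostridium kluyveri. Quantity: enzyme working solution with 0.14 U/mL diaphorase. Schedule: reaction incubation of 16 min at room temperature. Technique: resorufin fluorescence, excitation 544 nm, emission 590 nm. Controls: No-NADH positive control and DMSO neutral control.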
APP transl inh = APP translation inhibition; inhibition, % at 2 µM; SH-SY5Y APP 5'UTR-luciferase reporter, luminescence; AID 1285; hit rate 0.82% among 190,000;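 active = inhibition above a set limit, derived from the sample mean plus 3 SD, cut at about 45% in these data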; note: values of inactives mirror those of a sister screen read the other way
Diaph act CS = counter-screen for diaphorase-based assays: diaphorase activators and chemical reducers. Diaphorase/resazurin coupled assay, resorufin fluorescence, 16 min; active compounds read high; 1 = vehicle wells, 0 = NADH-free wells. activation factor at 20 µM. hit rate 0.005% among 190,000. AID 1229;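 active = diaphorase activity raised at least twofold by the compound at 20 µM; inactive = activation factor below 2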
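Test system: Clostridium kluyveri diaphorase, purified enzyme; input: enzyme 0.07 U/mL final; buffer or medium: 50 mM HEPES pH 7.4 with 4.542 mM MgCl2, 0.005% Tween 20; also added: 0.114 mM NADH and 0.1 mM resazurin, final amounts; schedule: 16 min enzyme reaction, ambient temperature; technique: fluorescence of resorufin, 544 nm excitation, 590 nm emission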
FLuc stim CS = firefly luciferase counter-screen for stimulation assays; P08659; ATPlite luciferase biochemical, luminescence, 10 min; 0 = ATP-free wells, 1 = DMSO control; activation factor at 10 µM; 200,000 tested, under 10 active; AID 1027;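 active = luciferase activation factor, scaled between plate controls, of at least 2 with compound at 10 µM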
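Material: luciferase plus luciferin reagent, cell-free. Medium: PBS buffer for ATP. Also added: ATP substrate, dispensed from a 10.24 µM working solution in PBS. Doses: test compounds dosed from 2 mM stocks in 100% DMSO. Incubation: 10 min post-reagent at room temperature. Technique: light output (luminescence). Read-out basis: luminescence gain marking luciferase activators.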
FLuc inh counter = Photinus pyralis luciferase inhibition counter-screen; hit rate 1.5% among 200,000; P08659; AID 1006; ATPLite firefly luciferase biochemical luminescence, 10 min; inhibition, % at 10 µM;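 active = inhibition above about 50% when tested at 10 µM, limit read from the data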
TLR4-MyD88 BLA = blocks binding of human TLR4 to MyD88 | HeLa CL3-4 TLR4/MyD88 BLA complementation, FRET ratio | inhibition, % at 8.4 µM | hit rate 0.18% among 200,000 | AID 861; in the data active = inhibition above about 25%;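 note: 0% = vehicle and 100% = reference inhibitor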
Target sequence (O00206 whole entry, looked up): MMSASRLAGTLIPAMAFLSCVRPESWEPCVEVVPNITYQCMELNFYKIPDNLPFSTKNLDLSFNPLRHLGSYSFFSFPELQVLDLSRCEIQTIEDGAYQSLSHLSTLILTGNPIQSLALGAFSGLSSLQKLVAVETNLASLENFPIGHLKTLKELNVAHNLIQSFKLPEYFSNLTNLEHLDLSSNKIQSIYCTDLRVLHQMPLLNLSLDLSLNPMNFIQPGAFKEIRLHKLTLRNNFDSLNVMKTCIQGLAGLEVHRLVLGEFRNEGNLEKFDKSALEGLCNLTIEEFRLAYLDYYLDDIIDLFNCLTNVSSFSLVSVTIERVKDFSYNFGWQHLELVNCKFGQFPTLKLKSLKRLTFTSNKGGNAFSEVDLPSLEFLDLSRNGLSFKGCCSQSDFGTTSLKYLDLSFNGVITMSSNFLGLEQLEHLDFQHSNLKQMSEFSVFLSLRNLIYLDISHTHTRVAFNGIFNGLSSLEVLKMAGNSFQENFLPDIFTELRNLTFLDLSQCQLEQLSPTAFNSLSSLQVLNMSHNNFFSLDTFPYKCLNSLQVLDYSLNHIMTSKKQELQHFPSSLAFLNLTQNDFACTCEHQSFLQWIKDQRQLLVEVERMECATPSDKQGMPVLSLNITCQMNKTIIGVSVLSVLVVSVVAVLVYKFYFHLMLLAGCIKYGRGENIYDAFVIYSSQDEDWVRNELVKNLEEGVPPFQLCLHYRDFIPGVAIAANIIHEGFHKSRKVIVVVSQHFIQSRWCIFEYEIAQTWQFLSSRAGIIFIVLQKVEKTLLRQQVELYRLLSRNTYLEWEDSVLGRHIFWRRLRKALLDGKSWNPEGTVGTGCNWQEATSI
Target sequence (Q99836 whole entry, looked up): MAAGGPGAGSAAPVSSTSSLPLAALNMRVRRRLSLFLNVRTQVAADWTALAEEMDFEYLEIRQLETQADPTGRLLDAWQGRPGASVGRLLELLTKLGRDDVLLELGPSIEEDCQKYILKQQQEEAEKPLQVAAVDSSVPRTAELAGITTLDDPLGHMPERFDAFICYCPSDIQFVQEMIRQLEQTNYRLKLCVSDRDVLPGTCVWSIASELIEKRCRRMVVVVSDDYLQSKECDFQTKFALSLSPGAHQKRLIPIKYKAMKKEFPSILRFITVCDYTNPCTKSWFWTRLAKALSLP
An asterisk follows results filed as active; x = no result given. Rows are unselected (roughly 5.6% active in at least one column).

entry	molecule	APP transl inh	STAT1 activator	Diaphorase inh	APP 5'UTR act	FLuc stim CS	G6PDH CS	Diaph act CS	TLR4-MyD88 BLA	NF-kB neuron act	FLuc inh counter
1	Cc1cc(Br)c2[nH]c3c(c2c1)CCCC3=O	6	108	20	-7	1	5	0.8	-5	1.1	0
2	Cc1cc(C)c(S(=O)(=O)N2CCOCC2)cc1NS(=O)(=O)c1cc(OCC(N)=O)c(C)cc1Cl	3	100	-23	-3	1.1	19	1.2	-10	1.3	-6
3	Cc1cccc(OCc2nnc(SCC(=O)N3c4ccccc4CC3C)n2C)c1C (stereo unspecified)	17	96	12	-17	1	15	0.9	-5	0.98	1
4	CCOC(=O)C1C2C=CC3(CN(CCc4ccccc4)C(=O)C13)O2 (stereo unspecified)	-23	91	15	23	1	3	0.8	9	1.2	-4
5	CC1CCN(Cc2nc(-c3ccccc3)no2)CC1	-75	142*	x	75	x	x	x	-5	3.4*	x
6	O=C(CSc1ncn[nH]1)c1ccc(OC(F)F)cc1	-1	102	3	1	1	1	1	12	1.1	3
7	COC(=O)CNC(=O)CN1C(=O)N(c2ccc(Cl)cc2)C(N(O)C(=O)Nc2ccc(Cl)cc2)C1(C)C (stereo unspecified)	0	104	9	0	1.1	5	0.9	5	1.2	-8
8	CCc1ccccc1NC(=O)N[C@H](C(=O)O)C(C)C	8	100	5	-8	1.1	10	1	-4	1.5	-6
9	O=C(Nc1nncs1)c1ccc(N2C(=O)C3C4C=CC(C4)C3C2=O)cc1 (stereo unspecified)	-14	106	14	14	1	2	0.9	-9	1.1	-4
10	COc1cccc(C(=O)N/N=C(\CC(C)C)c2ccccc2)c1	3	112	18	-3	0.9	1	0.8	-9	1.3	6
11	CC1CN(C(=O)CSc2nnc(-c3ccc(Cl)cc3)n2C)CC(C)O1 (stereo unspecified)	-2	97	14	2	1	-5	0.9	-7	1.3	-3
12	O=C(Nc1cccc(O)c1)c1ccc([N+](=O)[O-])cc1Cl	-59	103	9	59	0.7	-2	0.9	0	1.8	30
13	Cc1cc(C(=O)NCCCN2CCCC2=O)cs1	-8	95	-4	8	1.1	-8	1	2	1.1	-8
14	O=C(Cn1cc2c(n1)CCCC2)NCCCN1CCN(C2CCCCC2)CC1	-1	92	-7	1	1	-11	1.1	-11	1.2	1
15	NC(=O)c1ccc(NC(=O)COC(=O)c2c3c(nc4ccccc24)/C(=C\c2ccc4c(c2)OCO4)CCC3)cc1	-8	111	40	8	1.1	-69	0.6	10	0.38	-7
16	C=C(C)CN1CCN(c2c(CCC#N)c(C)c(C#N)c3nc4ccccc4n23)CC1	2	108	4	-2	1.1	-24	1	2	1.3	-8

Fetched by compound from above:
entry	molecule	APP transl inh	STAT1 activator	Diaphorase inh	APP 5'UTR act	FLuc stim CS	G6PDH CS	Diaph act CS	TLR4-MyD88 BLA	NF-kB neuron act	FLuc inh counter
13	Cc1cc(C(=O)NCCCN2CCCC2=O)cs1	-8	95	-4	8	1.1	-8	1	2	1.1	-8
12	O=C(Nc1cccc(O)c1)c1ccc([N+](=O)[O-])cc1Cl	-59	103	9	59	0.7	-2	0.9	0	1.8	30

Further entries
entry	molecule	APP transl inh	STAT1 activator	Diaphorase inh	APP 5'UTR act	FLuc stim CS	G6PDH CS	Diaph act CS	TLR4-MyD88 BLA	NF-kB neuron act	FLuc inh counter
17	Cc1cc(C(=O)CN2C(=O)CN(C)C2=O)c(C)n1-c1cccc(S(=O)(=O)N2CCOCC2)c1	-28	91	5	29	1	5	1	1	1.1	-2
18	O=C(Nc1ccccc1)c1cnc2n(c1=O)CCS2	-39	122	10	39	1	-8	0.9	-2	1.6	2
19	CCOc1ccc2c(c1)[N+](C)(C)C(C)(C)C=C2C	21	95	1	-21	1	3	1	11	0.84	-4
20	CCOC(=O)C1=C(C)Nc2nc(SC)nn2C1c1ccc(C(=O)OC)cc1 (stereo unspecified)	-8	103	2	8	1.1	10	1	-1	1.2	-10
21	COc1cc(C(=O)Nc2cccc(-c3nnc(-c4ccco4)o3)c2)ccc1OC(C)=O	0	107	16	1	1	4	0.8	6	0.48	-1
22	Cc1ccc(CNc2ccc(N3C(=O)CCCC3=O)cc2[N+](=O)[O-])cc1	-13	90	9	13	1	-2	0.9	11	1.2	-4
23	Cc1cc(C(=O)N2CCOCC2)n(-c2ccccc2)n1	-6	101	11	6	1	11	0.9	1	0.8	-2
24	O=C(Cc1ccccc1)N/N=C/c1ccccc1Cl	-29	106	10	29	1	14	0.9	4	1.1	1
25	Nc1cccc(S(=O)(=O)NC2=NCCC2)c1	-4	85	-2	4	1	4	1	6	1.2	-5
26	COc1ccccc1N1CCSC1C(N)=O (stereo unspecified)	7	102	10	-7	1.1	2	0.9	-5	1.1	-5
27	COc1ccc(-n2c(SCC(=O)Nc3ccccc3)nnc2-c2ccc(NS(=O)(=O)c3ccc(C)cc3)cc2)cc1	-15	97	-13	15	1	4	1.1	5	2.3	-2
28	O=S(=O)(c1cccc(C(F)(F)F)c1)N1CCN(c2nnnn2-c2ccccc2)CC1	-7	96	-5	7	1	3	1.1	-4	1.1	-5
29	O=C(Cc1c[nH]c2ccccc12)OCCOC(=O)Cc1c[nH]c2ccccc12	-6	94	32	6	1	2	0.7	-6	1.4	-4
30	Clc1ccc(-c2nnc3n2CCCCC3)cc1	-10	103	-9	10	1	0	1.1	23	1	-4
31	CC(C)CCNC(=O)C(c1cccnc1)N(CCc1ccccc1)C(=O)Cn1nnc2ccccc21 (stereo unspecified)	-4	101	5	4	1.1	1	0.9	2	1.4	-8
32	COc1ccc(C2(C(F)(F)F)NC(=O)N(C)C(=O)N2C)cc1 (stereo unspecified)	-14	106	-3	13	1.1	8	1	6	1	-8
33	CCOc1ccc(OCC)c(NC(=O)CN2CCN(CC)CC2)c1	-18	107	24	18	1	4	0.8	-5	1.2	-4
34	COCc1cc(=O)n2[nH]c(-c3ccccc3)cc2n1	-16	112	10	16	0.9	-3	0.9	-5	1.3	13
35	CC(C)=C1SC(N2CCOCC2)=NC1=O	-25	97	15	25	1.1	2	0.9	-6	1.4	-7
36	COc1cc2c(C(=O)Nc3ccc4c(c3)OCO4)cn(CC(C)C)c(=O)c2cc1OC	4	99	13	-4	1.1	0	0.9	1	0.56	-8
37	O=C(NCCN1CCN(c2cccc(Cl)c2)CC1)c1ccc(CSc2nc3ccncc3[nH]2)cc1	-7	87	-8	7	1	0	1.1	-25	1.1	4
38	CCOC(=O)c1cnn(-c2cc(Oc3cccc(C)c3)ncn2)c1N	9	117	-4	-9	1.1	9	1	-3	1.1	-6
39	CCCCc1nnc(NC(=O)CCSc2ccccc2)s1	2	94	1	-2	1.1	8	1	0	1.2	-10
40	Cn1cccc1C(=O)NC(=O)CSc1nc2ccccc2s1	13	96	9	-13	1.1	4	0.9	3	1.2	-6
41	O=C(CCc1ccccc1)Nc1nncs1	-1	94	10	1	1	7	0.9	-12	1.2	-2
42	O=C1CC(c2ccc3c(c2)OCO3)CN1 (stereo unspecified)	-8	105	8	8	1.1	3	0.9	10	0.93	-6
43	CCC(C)NC(=O)Cc1cn(C)c2ccccc12 (stereo unspecified)	-3	101	1	3	1.1	5	1	0	1.1	-6
44	O=C(NNS(=O)(=O)c1ccc(F)c(Cl)c1)c1cccc(S(=O)(=O)N2CCOCC2)c1	4	92	10	-4	1.1	0	0.9	-28	1.1	-5
45	COc1cc(-c2nnc(SCC(=O)c3ccccc3)o2)cc(OC)c1OC	-10	104	16	10	1.1	3	0.8	9	0.79	-6
46	Cc1c(NC(NC(=O)CC(C)C)C(Cl)(Cl)Cl)c(=O)n(-c2ccccc2)n1C (stereo unspecified)	-14	93	4	14	1.1	7	1	-18	x	-5
47	Cc1nc(N2CCOCC2)c2c3c(sc2n1)CCC3	-10	94	10	9	1.1	-1	0.9	-13	0.95	-8
48	CC(C)NC(=O)CCCC(=O)NC(C)C	-10	104	9	10	1.1	-6	0.9	10	1.1	-6
49	CC(=O)Nc1ccc(S(=O)(=O)NCC2CCC(C(=O)NC3CCCCCC3)CC2)cc1 (stereo unspecified)	9	102	-16	-9	1	3	1.2	2	1.6	3
50	O=C(c1ccncc1)N1CCN(C(=O)c2ccncc2)CC1	2	94	8	-3	1	-3	0.9	5	1.1	-4
51	CC1CN(C(=O)COC(=O)c2ccc(Cl)nc2)CC(C)O1 (stereo unspecified)	-12	103	8	12	1	2	0.9	-11	0.98	1
52	Cc1cc(OC(C)C)nc(NCc2ccccc2)n1	-3	95	20	3	1.1	6	0.8	-6	1.9	-6
53	O=c1nc(/C=C/c2cccn2-c2ccc([N+](=O)[O-])cc2)cc(C(F)(F)F)[nH]1	1	99	33	-1	1	7	0.7	6	1.1	-4
54	O=C(N/N=C\c1ccccn1)C1c2ccccc2Oc2ccccc21	-3	98	4	3	1	10	1	4	0.72	0
55	O=C(/C=C/c1ccccc1Cl)Nc1ccncc1	-54	119	15	54	0.6	4	0.8	-12	2.3	41
56	COC(=O)c1sccc1NC(=O)c1c(C)noc1C	12	108	-5	-12	1	11	1.1	6	1.1	0

Screening data as filed in PubChem.
